Screening results (PubChem)
HePTP inhibitor: human HePTP phosphatase inhibition. P35236. recombinant HePTP phosphatase activity, OD absorbance. inhibition, % at 20 µM. actives 0.64% (n = 110,000). AID 521; in the data active = inhibition above about 50%;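 note: plate controls were vehicle for no effect and reference inhibitor for full effect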
Target sequence (P35236 whole entry, looked up): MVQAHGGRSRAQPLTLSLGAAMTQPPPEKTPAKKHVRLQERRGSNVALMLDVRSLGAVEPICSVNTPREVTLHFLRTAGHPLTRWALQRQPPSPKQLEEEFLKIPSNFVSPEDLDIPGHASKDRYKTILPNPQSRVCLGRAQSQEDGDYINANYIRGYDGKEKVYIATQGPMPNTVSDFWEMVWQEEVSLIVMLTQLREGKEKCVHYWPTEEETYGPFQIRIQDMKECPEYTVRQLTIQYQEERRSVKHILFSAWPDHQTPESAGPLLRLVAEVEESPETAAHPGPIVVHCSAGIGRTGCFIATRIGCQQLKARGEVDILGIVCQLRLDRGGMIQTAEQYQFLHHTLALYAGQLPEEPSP
BAP1 inh: inhibitors of human BAP1 deubiquitinase; recombinant BAP1, Ub-AMC hydrolysis fluorescence kinetic; stronger effect = lower value; actives 0.48% (n = 72,000); activity remaining (% of control), % at 20 µM; Q92560;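 active = activity remaining at or below 50% of control, provided the compound also passes the data quality filters; inactive = the rest, including low values that fail the filters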;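 note: 100% = DMSO wells rate and 0% = substrate alone blank rate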
* marks the source's active call; other numbers are inactive results; nt = no result given; & = joins results of further samples. Rows are unselected; 0.95% or so of the library scored in one or more.

Second line of a record: HePTP inhibitor, BAP1 inh
1: CC(=O)C1=C(O)C(=O)N(c2ccc(Br)cn2)C1c1ccccc1F (stereo not drawn)
→ 1, 74
2: CCOC(=O)C1=CN(c2ccc(OCC)cc2)C=C(C(=O)OCC)C1c1ccc(F)cc1
→ -2, nt
3: Oc1ccccc1CNn1cnnc1
→ 6, 189
4: CCCCCc1nc2sc3c(c2c(=O)n1N)CC(C)CC3 (stereo not drawn)
→ -6, nt
5: O=C1/C(=C\c2ccccc2OS(=O)(=O)c2ccccc2)SC(=S)N1c1ccccc1
→ 0, nt
6: Cc1ccc(C2C3=C(CC(C)(C)CC3=O)OC3=C2C(=O)CC(C)(C)C3)cc1[N+](=O)[O-]
→ 2, nt
7: Cc1c(NC(=O)c2cc(C(C)C)on2)c(=O)n(-c2ccccc2)n1C
→ 7, 106
8: COc1ccc(C2CC(=O)CC(c3ccc(OC)cc3)S2)cc1 (stereo not drawn)
→ -5, nt
9: COC(=O)C1=C(C)NC2=C(C(=O)CCC2)C1c1ccc2c(c1)OCO2 (stereo not drawn)
→ 6, nt
10: CN1CCN(Cc2cc(CSc3ccccc3)c3cccnc3c2O)CC1
→ -3, nt

(continued)
Second line of a record: HePTP inhibitor, BAP1 inh
11: CCN1CCN(c2ccc(Nc3ccnc4cc5ccccc5cc34)cc2)CC1
→ nt, 59
12: COc1ccc(/C=N/NC(=O)c2cccc(Cl)c2)c2ccccc12
→ 8, nt
13: O=C(c1cc2n(n1)C(C(F)(F)F)CC(c1ccccc1)N2)N1CCOCC1 (stereo not drawn)
→ 6, nt
14: COc1ccc(C2(O)CC3CCC(C2)N3c2cc(C)nc(-c3ccccc3)n2)cc1 (stereo not drawn)
→ 8, 75
15: CC(C)C(OC(=O)c1ccco1)C(=O)NC1CCCCC1 (stereo not drawn)
→ 7, 89
16: Cc1ccc(-c2ccc(/C=C3\Sc4ccccc4C3=O)o2)c([N+](=O)[O-])c1
→ -2, nt
17: COc1ccc2nc(/N=C(\N)NC(=O)C(C)(C)C)nc(C)c2c1
→ 5, 254
18: COc1ccccc1NC(=O)CSc1nccc(=O)[nH]1
→ 8, 88
19: COc1cc(/C=C2/C(=O)NC(=O)N(c3ccc(C(C)C)cc3)C2=O)cc([N+](=O)[O-])c1O
→ -4, nt
20: COc1cccc(-c2nnc3sc(-c4ccc(Cl)cc4)nn23)c1
→ 9, 81

Continued:
Second line of a record: HePTP inhibitor, BAP1 inh
21: O=C(O)CCc1ccc(-c2ccccc2)n1NC(=O)c1ccco1
→ 7, 88
22: O=C(Oc1ccc(-c2cnc3ccccc3n2)cc1)c1ccco1
→ -3, 76
23: Cc1cc(C)n(-c2nc3c(c(=O)[nH]c(=O)n3C)n2Cc2ccc(F)cc2)n1
→ 11, 92
24: CCS(=O)(=O)c1nc(NC(C)=O)n[nH]1
→ 9, 95
25: C/C(Nc1ccc(F)cc1)=C(/C#N)C(N)=O
→ 3, 81
26: COc1nnc(-c2ccc(Cl)cc2)c2ccccc12
→ -2, nt
27: O=C(CCCNS(=O)(=O)c1ccc(Br)cc1)N1CC[C@@]2(O)CCCC[C@H]2C1
→ -1, 107
28: CCOc1ccc(NC(=O)/C(=C\c2ccco2)NC(=O)c2ccc(C)cc2)cc1
→ 8, nt
29: COc1ccc(-n2nc3ccc(NC(=O)Cc4ccccc4)cc3n2)cc1
→ 7, nt
30: CCOc1cccc(NC(=O)Cc2cccs2)c1
→ -7, 94

(listing goes on)
Second line of a record: HePTP inhibitor, BAP1 inh
31: Cc1ccc(S(=O)(=O)NCCC(=O)Nc2nnc(C3CC3)s2)cc1C
→ -5, 112
32: COc1ccc(Cc2ccc(OC)cc2)cc1
→ 4, nt
33: COc1ccccc1CN1C(=O)C2CC=CCC2C1=O (stereo not drawn)
→ 1, 102
34: O=c1ccnc2c1c(-c1ccccc1)nc1[nH]onc12
→ 9, nt
35: COc1ccc(NC(=O)c2ccc(S(=O)(=O)N(C)C)cc2)cc1OC
→ 0, nt
36: Cc1cc(C(=O)OCC(=O)c2ccc3c(c2)OCCO3)c(C)o1
→ 2, 87
37: CCN(Cc1ccccc1)C(=O)/C=C/c1ccccc1Cl
→ -7, nt
38: CC1CN(c2nc(-c3ccc(Cl)cc3)nc3ccccc23)CC(C)O1 (stereo not drawn)
→ -1, nt
39: COc1ccc(CN(C(=O)c2cccc(F)c2)C2CC(=O)N(c3ccccc3)C2=O)cc1 (stereo not drawn)
→ -12, nt
40: CC1=C(/C=C/C(C)=C/C=C/C(C)=C/C(=O)Nc2ccc(O)cc2)C(C)(C)CCC1
→ nt, 37*

The list continues.
Second line of a record: HePTP inhibitor, BAP1 inh
41: CC1CCN(Cn2[nH]c(=O)ccc2=O)CC1
→ -5, nt
42: C=C(C)CN1CCN(c2c(CCC#N)c(C)c(C#N)c3nc4ccccc4n23)CC1
→ 8, nt
43: O=C(Nc1ccc(C(=O)O)cc1)/C(=C/c1cccc([N+](=O)[O-])c1)NC(=O)c1ccccc1
→ 4, nt
44: COc1cc(Br)cc(-c2nc3c(c(=O)[nH]c(=O)n3Cc3ccccc3)n2C)c1O
→ 4, nt
45: CN(C)S(=O)(=O)c1ccc(C(=O)Nc2cccc(C(=O)O)c2)cc1
→ 4, 81
46: CC(=O)Nc1ccc(NC(=S)NC(=O)/C=C/c2ccccc2)cc1
→ -6, nt
47: N#Cc1c(NC(=O)CSc2nc3ccccc3c(=O)n2Cc2ccco2)sc2c1CCCC2
→ 7, 55
48: CCCOc1ccc(-c2cc(C(=O)NCCCN3CCOCC3)c3ccccc3n2)cc1
→ 103*, nt
49: CCc1c(C)sc(NC(=O)c2ccc(Cl)cc2Cl)c1C#N
→ -13, nt
50: CCOC(=O)c1c(N)sc(C)c1-c1ccc(F)cc1
→ -3, nt

Continuation.
Second line of a record: HePTP inhibitor, BAP1 inh
51: CCOCCCn1c(=NC(=O)c2cccnc2)c(C(=O)OCC)cc2c(=O)n3ccccc3nc21
→ 9, 84
52: CC(=O)NCCc1c[nH]c2ccc(O)cc12
→ nt, 92
53: CCOc1cccc(C=Nc2cc(C)cc(C)c2O)c1O
→ 9, 77
54: COc1ccc(C(=O)CSc2nc3nc(C)cc(C)c3c(=O)[nH]2)cc1OC
→ 11, 129
55: COc1ccc(-n2c(Cn3c(=O)sc4ccccc43)nnc2SCC(=O)N2CCCCC2)cc1
→ 3, 102
56: COc1ccc(Cn2c(CCC(=O)Nc3ccc(CC#N)cc3)nc3cccnc32)cc1
→ 8, 142
57: CCOC(=O)c1c(NC(=O)/C=C/c2ccccc2)sc(C(C)=O)c1C
→ -4, nt
58: O=C(Nc1ccccc1-c1ccccc1)c1ccc(I)cc1
→ 6, nt
59: CCN(CC)CC#CCOC(=O)C(O)(c1ccccc1)C1CCCCC1 (stereo not drawn)
→ 6, 146&94
60: c1cn(-c2ncnc3sc4c(c23)CCCC4)cn1
→ -1, 102

Going on with the list.
Second line of a record: HePTP inhibitor, BAP1 inh
61: O=C(/C=C\Nc1ccc2c(c1)OCO2)c1ccc2c(c1)OCO2
→ 1, nt
62: CCN(CC)S(=O)(=O)c1ccc(C(=O)Nc2nc3c(s2)C(=O)CC(C)(C)C3)cc1
→ nt, 55
63: COc1ccc(Cc2cnc(NC(=O)COc3cccc(C(F)(F)F)c3)s2)cc1
→ nt, 79
64: O=CN1CCN(C(=O)c2ccc(I)cc2)CC1
→ 6, nt
65: O=C(Nc1cc(Cl)cc(Cl)c1)c1ccc(Br)o1
→ -10, nt
66: Cc1ccc2c(C)nc(Nc3nc(C)c(C)c(=O)[nH]3)nc2c1
→ 6, nt
67: O=C(Nc1ccc(-c2nc3ncccc3o2)cc1)c1ccc(-c2ccc(Br)cc2)o1
→ 37, nt
68: O=C(NCc1ccco1)c1cc(-c2ccccc2)on1
→ 10, 121
69: CCOC(=O)C1CCCN(CC(=O)Nc2c(C(=O)OC)[nH]c3ccc(Cl)cc23)C1 (stereo not drawn)
→ 8, 76
70: CNCC[C@@H](Oc1ccc(C(F)(F)F)cc1)c1ccccc1
→ nt, 91

Later entries
Second line of a record: HePTP inhibitor, BAP1 inh
71: COc1cc(N)c(Cl)cc1NC(=O)c1ccc(Cl)cc1
→ -3, nt
72: CCOC(=O)NCc1ccc(N(C)C)cc1
→ -14, nt
73: CCOC(=O)c1sc(=NC(=O)c2ccc(S(=O)(=O)N3CCOCC3)cc2)n(C)c1C
→ 2, nt
74: Cc1cc(C)nc(/N=C(/N)Nc2ccc3ccccc3c2)n1
→ -3, nt
75: CCOCCCNC(=O)Cn1nc(-c2ccccc2)ccc1=O
→ -1, 99
76: CC(=O)N(C)c1ccc(NC(=O)c2ccc(C(=O)Nc3ccc(N(C)C(C)=O)cc3)cc2)cc1
→ 6, nt
77: CCOc1ccc(C(=O)Nc2cc3nn(-c4ccc(C)cc4)nc3cc2C)cc1
→ -4, nt
78: CCOc1cc(/C=C2\C(=O)NC(=O)N(c3ccc(C)cc3)C2=O)ccc1O
→ -3, nt
79: Cc1cc(C(=O)OCn2nnc3ccccc3c2=O)c(C)n1-c1ccccc1
→ 2, 126
80: O=C(Nc1ccc(Br)cc1Cl)Nn1cnnc1
→ 7, 76

New compounds follow:
Second line of a record: HePTP inhibitor, BAP1 inh
81: Cc1ccc(-c2n[nH]c(=S)n2C)cc1
→ 1, 92
82: COC(=O)/C(=C/C(C#N)=C/N(C)C)C(C)=O
→ 4, nt
83: COc1ccc(C2SCC(C(=O)O)N2C(C)=O)cc1OC (stereo not drawn)
→ -32, 87
84: Cn1cnnc1SCC(=O)Nc1ccccc1Sc1ccccc1
→ 15, 116
85: CC(=O)Oc1cccc2c1C(=O)c1ccccc1C2=O
→ -4, nt
86: O=C(Nc1ccccc1[N+](=O)[O-])c1ccc(N2C(=O)CCC2=O)cc1
→ 6, nt
87: C=CCN1C(=O)/C(=C\c2c(Cl)cccc2Cl)SC1=S
→ -8, nt
88: CS(=O)(=O)N(CC(=O)NCc1ccccc1)c1ccc(Oc2ccccc2)cc1
→ 7, nt
89: Cc1cccn2c(=O)c3cc(C#N)c(=N)n(Cc4ccncc4)c3nc12
→ 5, 72
90: O=C(NCc1cccnc1)c1ccc(C#Cc2ccccc2)cc1
→ -14, nt

(cont.)
Second line of a record: HePTP inhibitor, BAP1 inh
91: Cc1nn(CC(=O)O)c(=O)c2ccccc12
→ 6, nt
92: Nc1nc(C2CCCN2S(=O)(=O)c2ccc(Cl)cc2)cs1 (stereo not drawn)
→ -14, 104
93: CC(=O)N1CCc2cc(C(=O)CN3CCCN(Cc4ccc(F)cc4)C3)ccc21
→ 10, 100
94: Cc1cc(NC(=O)c2cc(-c3ccc4c(c3)OCO4)on2)n(-c2ccccc2)n1
→ 5, 118
95: COc1cc(/C=C2/SC(=S)N(c3ccccc3)C2=O)ccc1OC(=O)c1cccs1
→ -8, nt
96: CC(C)CCNC(=O)CN(CCN1CCOCC1)C(=O)Cn1nnc(-c2ccc(F)cc2)n1
→ 2, 100
97: COc1ccccc1N1CCN(C(=O)CSc2nnc(NC(=O)C3CCC3)s2)CC1
→ 0, 100
98: NC(=O)CSc1nnc(Cn2c(=O)sc3ccccc32)n1-c1ccccc1
→ -5, 92
99: O=C(Nc1ccccc1C(=O)O)c1cccc(NC(=O)C(c2ccccc2)c2ccccc2)c1
→ 11, nt
100: COc1ccc(OCC(=O)N2CCN(C(=O)c3cc(OC)cc(OC)c3)CC2)cc1
→ nt, 85

Following part.
Second line of a record: HePTP inhibitor, BAP1 inh
101: Cc1cc(=O)oc2c1c(C)nn2-c1cccc(C(F)(F)F)c1
→ -4, nt
102: Cc1cc(OC(=O)CNC(=O)OC(C)(C)C)c2c(C)cc(=O)oc2c1
→ -1, 103
103: O=C(Nc1sc2c(c1C(=O)O)CCCCC2)c1ccccc1F
→ 3, nt
104: Cc1ccc(C(c2sc3nc(C)nn3c2O)N2CCOCC2)cc1 (stereo not drawn)
→ -4, 97
105: Cc1ccc2[nH]c(=O)c(C(c3nnnn3CC3CCCO3)N3CCc4ccccc4C3)cc2c1 (stereo not drawn)
→ -8, 61
106: OC(COCc1ccccc1)CN1CCN(c2ccc(F)cc2)CC1 (stereo not drawn)
→ -14, nt
107: O=C(Cn1nc(Cc2ccncc2)c2ccccc2c1=O)N1CCc2ccccc2C1
→ 11, 98
108: CCCOc1ccc(N2C(=O)CC(N3CCC(C(N)=O)(N4CCCCC4)CC3)C2=O)cc1 (stereo not drawn)
→ 7, nt
109: COC(=O)c1nnn(-c2cc3nccnc3cc2F)c1C(=O)OC
→ -6, nt
110: CC(=NCC1CCNCC1)C1=C(O)CC(C)(C)CC1=O
→ 10, 104

Next entries
Second line of a record: HePTP inhibitor, BAP1 inh
111: O=C(Cn1ncc2ccccc21)N1CCN(c2cccc(C(F)(F)F)c2)CC1
→ 4, 89
112: Cc1ccc(C(=O)NCc2ccc(S(N)(=O)=O)cc2)cc1C
→ -10, nt
113: COc1ccc(C2C(C(C)=O)=C(O)C(=O)N2CCc2ccccc2)c(OC)c1 (stereo not drawn)
→ -5, 94
114: O=C1OC(c2ccc(O)cc2)(c2ccc(O)cc2)c2ccccc21
→ 10, 96
115: O=C1CC(N2CCN(c3ccc(Cl)cc3)CC2)C(=O)N1c1ccc(F)cc1 (stereo not drawn)
→ 4, nt
116: O=C(CSCC(=O)Nc1ccc([N+](=O)[O-])cc1)Nc1ccccc1
→ -21, nt
